Compound activity (PubChem)
GLP1R inv ag: inverse agonists of human GLP-1 receptor. 1.6% of 410,000 active. HEK293 GLP-1R CRE-luciferase, luminescence, 24 h; GLP-1R form is constitutively active. Potency, µM (titrated, usually from 38.3 µM), for the others: top-dose activity change, negative = inhibition, hits mostly inhibitors. P43220; also: potency is read from the fitted curve at half-maximal effect; % is scaled to controls: 0 for no effect and ±100 for the full control effect; nearly all actives have a fitted effect of over 55% in size
Target sequence (P43220 whole entry, looked up): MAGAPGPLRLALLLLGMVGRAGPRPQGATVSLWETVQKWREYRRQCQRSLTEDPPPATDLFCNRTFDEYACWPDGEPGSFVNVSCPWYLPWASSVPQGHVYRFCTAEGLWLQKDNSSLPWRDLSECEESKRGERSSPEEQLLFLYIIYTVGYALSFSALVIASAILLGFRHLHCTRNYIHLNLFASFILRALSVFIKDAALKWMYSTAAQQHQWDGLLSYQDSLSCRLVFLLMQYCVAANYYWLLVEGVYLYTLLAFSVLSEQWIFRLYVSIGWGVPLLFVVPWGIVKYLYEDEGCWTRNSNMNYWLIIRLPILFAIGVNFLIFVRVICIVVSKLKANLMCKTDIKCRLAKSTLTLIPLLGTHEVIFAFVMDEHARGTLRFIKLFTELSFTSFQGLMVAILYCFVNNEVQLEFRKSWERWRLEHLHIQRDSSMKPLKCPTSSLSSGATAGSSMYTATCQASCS
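HEK293 cells stably co-expressing a cAMP-responsive luciferase reporter and constitutively active GLP-1R were seeded, incubated 12 h, then exposed to compounds for 24 h at 37 C. Luminescence was read 12 min after detection reagent; inverse agonists lower signal.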
GLP1R cytotox: cytotoxicity in counter-screen for GLP-1R inverse agonists | Potency, µM (top dose mostly 38.3 µM), inactives show at the highest dose activity change, negative = inhibition, usual class: inhibitors | HEK293 cAMP-luciferase reporter cells, luminescence, 24 h | 0.13% of 410,000 active | AID 624418;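 also: loss of luciferase light is scored as toxicity; potency is read from the fitted curve at half-maximal effect; % is scaled to controls: 0 for no effect and ±100 for the full control effect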
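Quantitative HTS format, 1536 wells, 200 cells/uL seeded. Compounds: 23 nL, 24 h, 37 °C. Detection: luciferase reagent, luminescence at 12 min RT; decreased signal taken as cytotoxic.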
DRD3 agonist: D3 dopamine receptor (human) agonism. P35462. D3R DiscoveRx beta-arrestin cells, luminescence, 90 min. max activation, %. 0.58% of 410,000 active. AID 652048; in the data active = max activation above about 30%; also: 0% is about no effect; mostly tested at two doses, the higher about 12 µM
Target sequence (P35462 whole entry, looked up): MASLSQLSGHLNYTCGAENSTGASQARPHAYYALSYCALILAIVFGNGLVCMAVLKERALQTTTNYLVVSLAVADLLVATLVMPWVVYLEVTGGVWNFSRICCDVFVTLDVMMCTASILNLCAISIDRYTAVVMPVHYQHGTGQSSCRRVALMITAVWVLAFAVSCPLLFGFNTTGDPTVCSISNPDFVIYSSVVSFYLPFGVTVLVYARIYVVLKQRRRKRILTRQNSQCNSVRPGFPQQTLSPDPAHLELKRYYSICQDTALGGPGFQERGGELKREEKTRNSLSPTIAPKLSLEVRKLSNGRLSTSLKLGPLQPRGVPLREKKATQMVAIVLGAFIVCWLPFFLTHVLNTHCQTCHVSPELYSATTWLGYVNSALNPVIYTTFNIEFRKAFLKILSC
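Agonist-mode cell screen: cells plated at 1500/well and incubated overnight at 37 °C, then exposed to library compounds for 90 min at 37 °C. Detection reagent was added for 30–60 min at room temperature, and luminescence was read.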
Active calls of the source: *; ? = inconclusive; [ ] = remark or other dose. Unless noted, calls follow the shape of the dose curve; as a rule, active = well fitted curve in the direction sought with a large enough effect; inconclusive = small, poorly fitted or top-dose-only effect, or another doubt; inactive = no such curve, though single readings can be large; an effect the other way counts as inactive or inconclusive. This is a subset (hit frequency here may not be typical).

Each structure is followed by: DRD3 agonist | GLP1R cytotox | GLP1R inv ag
CCNC(=O)c1ccc2nc(Cc3ccccc3)oc2c1
→ -12 | -2% | 11%
COc1cc(NC(=O)Cn2nc(-c3ccc(C)c(C)c3)ccc2=O)cc(OC)c1
→ -4 | -2% | -14%
Cc1cc(C)c(NC(=O)Cn2c(=O)n(CCC(=O)NCc3ccccc3Cl)c(=O)c3sccc32)c(C)c1
→ 4 | -15% | 2%
CCCOc1ccc(C(=O)Nc2ccc(Cl)c(-c3nc4ncccc4o3)c2)cc1
→ 8 | -1% | -26%
O=C(CCSCc1ccccc1F)N1CCN(c2ccc(Cl)cc2)CC1
→ 57* | -6% | ?
CNC(=O)c1ccc(Nc2nnc(-c3ccc(C)c(S(=O)(=O)N4CCOCC4)c3)c3ccccc23)cc1
→ -3 | -29% | -14%
CSc1ccc(-c2nc3cc(C)ccn3c2Nc2ccc(C)cc2)cc1
→ -10 | 4% | 11%
COc1ccc(OC)c(CNC(=O)C(C)n2c(C)c3cnn(-c4ccccc4)c(=O)c3c2C)c1 (configuration not stated)
→ 0 | -2% | 2%
Cc1ccn2c(Nc3ccc(F)cc3)c(-c3ccccn3)nc2c1
→ -28 | -3% | 4%
CC1CCN(c2nn3c(=O)c(C(=O)NCc4ccc(Cl)cc4)cnc3s2)CC1
→ -13 | 1% | 3%
Cc1cc(=O)n(CC(=O)NCCC(C)C)c2c1c(C)nn2C
→ 9 | -1% | 1%
CCOc1ccc(-c2nc(CNC(=O)NC3CCCCC3)c(C)o2)cc1
→ 3 | 3% | -4%
CCCCOc1ccc(OC(=O)c2sc3ncn(Cc4cccc(F)c4)c(=O)c3c2C)cc1
→ 8 | 4% | 4%
COc1ccc(Cl)cc1NC(=O)CCC(=O)N1CCOc2ccccc21
→ -3 | 3% | ?
CCc1ccc(NC(=O)CSc2nc(-c3cccc(OC)c3)nc3c2Cc2c(CO)cnc(C)c2O3)cc1
→ 0 | 15% | 3%
CCc1ccc(NC(=O)CN2C(=O)c3ccccc3Sc3ccc(C(=O)N4CCCC4)cc32)cc1
→ 3 | -9% | ?
COc1ccccc1OCCCn1c(C2CC(=O)N(c3ccccc3Cl)C2)nc2ccccc21 (configuration not stated)
→ -4 | -23% | ?
COc1ccc(S(=O)(=O)N2CCC(c3nnnn3-c3ccccc3)CC2)cc1OC
→ -3 | -1% | -18%
CC(C)CCOc1ccc(Cn2c(=O)sc3ccccc32)cc1
→ 2 | -3% | ?
Cc1ccc(NC(=O)c2ccc(=O)n(CC(=O)Nc3cc(C)cc(C)c3)n2)cc1
→ 3 | -1% | 8%
CCOC(=O)c1c(C)[nH]c(CCC(=O)NCc2cccc(C)c2)c1C
→ -5 | 1% | 0%
CCn1cc(C(=O)N2CCN(c3cc(Cl)ccc3C)CC2)c(=O)c2cc(S(=O)(=O)N3CCCCC3)ccc21
→ -10 | 21% | 0%
COc1ccc(NC(=O)CSc2cc(-c3ccccc3)nc(C)n2)cc1
→ 12 | 2% | 10%
COc1cn(CC(=O)Nc2ccc(C)cc2)c(CN2CCCCC2)cc1=O
→ 9 | -1% | 3%
O=C(NCCc1csc(-c2ccc(F)cc2)n1)c1c(F)cccc1Cl
→ -5 | 13% | ?
COc1ccc(Cl)cc1-n1nnc(-c2nc(-c3ccccc3)no2)c1C
→ 2 | 2% | 11%
CCc1nc(SCc2cc(=O)c3cc(F)ccc3[nH]2)n[nH]1
→ -8 | 3% | 5%
CN(Cc1ccccc1)c1ccc(-c2nc(-c3ccccc3)no2)cc1[N+](=O)[O-]
→ 10 | 2% | 16%
Cc1ccc(CCNC(=O)C2CCN(c3nnc(C)c4c(C)n(-c5ccccc5)nc34)CC2)cc1
→ -13 | 1% | 17%
CCCCn1c(SCC(=O)c2ccccc2)nc2c(sc3ccccc32)c1=O
→ -2 | 0% | -11%
Cn1cnc(S(=O)(=O)N2CCC(C(=O)N3CCN(c4ccccc4F)CC3)CC2)c1
→ -5 | -7% | 6%
Cn1c(=O)c2c(-c3cccc(Br)c3)n(CCO)cc2n(C)c1=O
→ -3 | 1% | 5%
O=S1(=O)c2ccccc2N(Cc2cccc(F)c2)c2ccccc21
→ -9 | 12% | 10%
O=S(=O)(NCCS(=O)(=O)N1CCN(c2ccccc2)CC1)c1ccc(Cl)cc1
→ 0 | 0% | -8%
CN(C)c1ccc(NC(=O)CN2CCN(CC(=O)Nc3ccc(Br)cc3)CC2)cc1
→ 7 | 6% | 2%
CCOC(=O)c1c(NC(=O)c2noc3c2CC(C(C)(C)C)CC3)sc2c1CCCC2 (configuration not stated)
→ -9 | 3% | -26%
CC(C)OCCCNC(=O)c1nn(C)c2c1CSc1ccccc1-2
→ -9 | 7% | 11%
CCOC(=O)c1cnc2c(C)cc(C)cc2c1Nc1ccc(OCc2ccccc2)cc1
→ -13 | 4% | -4%
CCN(CC)c1nc2ccccc2nc1C(=O)Nc1ccc(C(C)=O)cc1
→ 1 | -19% | ?
C#CCn1c(C2CC(=O)N(c3ccc(OCC)cc3)C2)nc2ccccc21 (configuration not stated)
→ 1 | 1% | 0%
Cc1cccc(-c2noc(-c3ccc(NCC4CCCO4)c([N+](=O)[O-])c3)n2)c1 (configuration not stated)
→ -8 | 1% | 8%
CCN(c1ccccc1)S(=O)(=O)c1nnc(NC(=O)C(C)Oc2ccccc2)s1 (configuration not stated)
→ 6 | -2% | ?
CCOC(=O)C(C)Sc1nnc2ccc3ccccc3n12 (configuration not stated)
→ 5 | -18% | 27%
Cc1ccc2[nH]c3c(=O)n(CC(=O)N(C)c4cc(Cl)ccc4C)ncc3c2c1
→ 5 | -1% | 2%
CCn1cc2nc(SCC(=O)Nc3ccccc3F)n(Cc3ccc(C)cc3)c(=O)c2n1
→ 4 | -10% | ?
COc1ccc(C)c2sc(N3CCN(C(=O)c4cccc(F)c4)CC3)nc12
→ 6 | 9% | 1%
COc1cccc(-c2noc(CCCC(=O)NCc3ccco3)n2)c1
→ -6 | 0% | -4%
CC(=O)N1CCCC1c1nc2ccccc2n1Cc1ccccc1 (configuration not stated)
→ -2 | 4% | 8%
CCOC(=O)c1cnc(NCc2ccccc2OC)c2ccccc12
→ -1 | 0% | ?
Cc1ccc(NC(=O)c2ccccc2Br)c(C(=O)c2ccccc2)c1
→ -12 | 1% | ?
O=C(c1ccc2c(c1)N(Cc1cccc(Cl)c1)C(=O)c1ccccc1S2(=O)=O)N1CCN(c2cccc(C(F)(F)F)c2)CC1
→ -11 | -6% | -8%
Cc1cc2c(cc3c(SCc4cccc(Cl)c4)nnc(C)n32)o1
→ 6 | 1% | ?
O=C(O)c1ccc(Nc2nc(-c3ccccc3)c3cc(Br)ccc3n2)cc1
→ 2 | -5% | 48%
Cc1ccc2oc(-c3ccc(Cl)c(NC(=O)c4cc5ccccc5o4)c3)nc2c1
→ 3 | 1% | -19%
COc1ccccc1OCCn1c(NC(=O)c2ccc(Cl)cc2)nc2ccccc21
→ -20 | 12% | 6%
Cc1cccc(NC(=O)CSc2nc3ccc(NC(=O)COc4ccccc4C)cc3s2)c1
→ 4 | -29% | ?
CC(C)CCNC(=O)CSCc1cnn(-c2ccccc2)c1-n1cccc1
→ -8 | 1% | ?
Cc1cccc(N2CCN(C(=O)c3ccc4c(c3)N(Cc3cccc(Cl)c3)C(=O)c3ccccc3S4=O)CC2C)c1 (configuration not stated)
→ -6 | -11% | ?
COc1ccc(C)cc1NC(=O)c1ccc2c(c1)CCN2S(=O)(=O)c1ccc(Cl)cc1
→ 5 | 4% | 6%
COc1cc2c(-c3ccc(C)cc3)nc3c(c(C)nn3-c3ccccc3)c2cc1OC
→ 4 | -6% | -9%

Next section, starting with the last 6 of the part before.
Each structure is followed by: DRD3 agonist | GLP1R cytotox | GLP1R inv ag
COc1ccccc1OCCn1c(NC(=O)c2ccc(Cl)cc2)nc2ccccc21
→ -20 | 12% | 6%
Cc1cccc(NC(=O)CSc2nc3ccc(NC(=O)COc4ccccc4C)cc3s2)c1
→ 4 | -29% | ?
CC(C)CCNC(=O)CSCc1cnn(-c2ccccc2)c1-n1cccc1
→ -8 | 1% | ?
Cc1cccc(N2CCN(C(=O)c3ccc4c(c3)N(Cc3cccc(Cl)c3)C(=O)c3ccccc3S4=O)CC2C)c1 (configuration not stated)
→ -6 | -11% | ?
COc1ccc(C)cc1NC(=O)c1ccc2c(c1)CCN2S(=O)(=O)c1ccc(Cl)cc1
→ 5 | 4% | 6%
COc1cc2c(-c3ccc(C)cc3)nc3c(c(C)nn3-c3ccccc3)c2cc1OC
→ 4 | -6% | -9%
O=S(=O)(c1ccc(-n2cnnn2)cc1)N1CCN(c2cccc(C(F)(F)F)c2)CC1
→ -12 | 7% | 13%
Cc1ccc(NC(=O)C2CCN(S(=O)(=O)c3cc(-c4noc(C)n4)ccc3C)CC2)c(C)c1
→ -12 | 1% | -21%
CCOC(=O)c1ccc(CN(Cc2ccc(F)cc2)S(=O)(=O)c2cc(C(=O)Nc3cccc(C(F)(F)F)c3)ccc2F)cc1
→ 5 | 9% | ?
O=C(CSc1n[nH]c(-c2ccccc2)n1)N1CCN(c2ccc(F)cc2)CC1
→ 3 | 5% | 3%
COc1cc(-c2ccno2)ccc1S(=O)(=O)N1CCN(c2cc(C)ccc2C)CC1
→ 0 | 7% | ?
CCc1nn(CC(=O)N(C)Cc2ccccc2)c(=O)c2cc3sccc3n12
→ -12 | -6% | 1%
CC(C)(C)C1CCc2c(sc(NC(=O)c3cc4ccccc4c(=O)o3)c2C(N)=O)C1 (configuration not stated)
→ 6 | -8% | 5%
COc1cccc(/C=C/c2nc(C#N)c(NCCc3ccc(OC)c(OC)c3)o2)c1
→ 3 | 63%[activator] | -20%
Cc1cc(NC(=O)N2CCC(CN3CCCCCC3)CC2)ccc1Br
→ -4 | 4% | -3%
COc1ccc(Nc2cc(C(=O)NCCCN(C)Cc3ccccc3)c3ccccc3n2)cc1
→ -19 | -30% | ?
CCCCOC(=O)c1ccc(NC(=O)Cc2coc3c(C)c(C)ccc23)cc1
→ 8 | -12% | ?
Cc1ccc(CN2COc3cc(C)c4c(oc(=O)c5ccccc54)c3C2)cc1
→ -10 | 1% | 6%
CCCn1cc(S(=O)(=O)c2ccc(C)cc2)c(=O)c2cc(F)c(N3CCCC3)cc21
→ 8 | 0% | 16%
COc1cc(NC(=O)CSc2nc(-c3ccc(C)cc3)nc3c2Cc2ccccc2O3)cc(OC)c1
→ -3 | -6% | 9%
CCOC(=O)c1ccccc1NC(=O)N1CC(C)Oc2ccc(C)cc21 (configuration not stated)
→ 0 | 4% | ?
COc1ccc(NC(=O)CC2Oc3ccc(C)cc3NC2=O)cc1Cl (configuration not stated)
→ -9 | 6% | -3%
Cc1ccc(Nc2c(-c3ccc(C)s3)nc3ncccn23)cc1
→ -1 | 112%[activator] | ?
COCCNC(=O)c1cccc(-n2c(C)nc3cccnc32)c1
→ 8 | 1% | 10%
Cc1ccc2[nH]c3c(=O)n(CC(=O)N(CCN(C)C)Cc4ccccc4)ncc3c2c1
→ -10 | 21% | -12%
CC(C)Cn1c(=O)c2sccc2n2c(CCCC(=O)NCCc3ccccc3)nnc12
→ 4 | -8% | 13%
Cc1cccc(OCCSc2nc3ccc(NC(=O)COc4ccccc4)cc3s2)c1
→ -15 | 2% | 9%
Cc1cccc(N2CCN(c3nc4ccccc4c4nc(-c5cccnc5)nn34)CC2)c1C
→ -12 | -14% | 0%
CCCOc1ccc(NC(=O)CC2C(=O)N(c3ccccc3)C(=O)N2Cc2ccco2)cc1 (configuration not stated)
→ 9 | -1% | -8%
CCC1CN(C(=O)N2CCC(C(=O)NCc3ccc(OC)cc3OC)CC2)c2cc(C)ccc2O1 (configuration not stated)
→ 1 | -18% | -20%
CCCOc1ccc(CNC(=O)c2cc3oc4ccccc4c3n2C)cc1
→ 4 | -26% | ?
COc1ccc(Nc2c(-c3ccsc3)nc3nc(C)cc(C)n23)cc1
→ -8 | -8% | -25%
CCc1ccc(CNc2ncc(-c3cccc(OC)c3)n2C)cc1
→ -22 | ? | ?
CC(C)OC(=O)c1c(NC(=O)c2cccc(C(F)(F)F)c2)sc2c1CCCC2
→ 3 | 1% | -3%
Cc1ccc(C2Nc3ccccc3-n3c(-c4ccccc4)c4c(=O)n(C)c(=O)n(C)c4c32)cc1 (configuration not stated)
→ 2 | 30%[activator] | 22%
O=C1CCSC2(C(=O)N(Cc3ccc(F)cc3)c3ccccc32)N1c1ccc(F)c(F)c1 (configuration not stated)
→ 5 | 4% | ?
COc1ccc(-c2nc(SCC(=O)Nc3c(C)cc(C)cc3C)n[nH]2)cc1
→ 18 | -17% | -18%
Cc1ccccc1OCC(=O)OCc1cc(=O)n2nc(-c3cccs3)sc2n1
→ 0 | -1% | 15%
